TrxR1 substrate: qHTS Assay for Substrates of Mammalian Selenoprotein Thioredoxin Reductase 1 (TrxR1): qHTS; Thioredoxin reductase 1, cytoplasmic (Rattus norvegicus), O89049; purified TrxR1 substrate turnover, NADPH consumption readout; Potency, µM (top dose mostly 114 µM), for the others: at the highest dose activity change, negative = substrate turnover; actives 0.01% (n = 390,000); AID 588456, 2011; also: potency is read from the fitted curve at half-maximal effect; % is scaled to controls: 0 for no effect and ±100 for the full control effect; nearly all actives have a fitted effect of over 50% in size
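Rat TrxR1, dispensed at 90 nM, was prereduced with 400 uM NADPH (final) for 5 min at ~22 deg C, then incubated with compound 15 min before 400 uM selenite. A first-read NADPH fluorescence drop versus no-compound background flagged substrates.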
Pin1 inhibitor: qHTS Assay to Find Inhibitors of Pin1; Peptidyl-prolyl cis-trans isomerase NIMA-interacting 1 (Homo sapiens), Q13526; Pin1 FP peptide displacement, HiFluor488, 10 min; Potency, µM (series often up to 115 µM), inactives show top-dose activity, negative = inhibition, usual class: inhibitors; actives 0.009% (n = 390,000); AID 504891, 2011; active = well fitted inhibition curve with a large enough effect in the polarisation, with a control signal flat, not every such curve was filed as active; inconclusive = small, poorly fitted or top-dose-only effect, or effect the other way, or a change in a side signal; inactive = no such curve, though single readings can be large or run the other way; the % refers to the polarisation; also: potency is read from the fitted curve at half-maximal effect; % is scaled to controls: 0 for no effect and ±100 for the full control effect
Target sequence (Q13526 whole entry, looked up): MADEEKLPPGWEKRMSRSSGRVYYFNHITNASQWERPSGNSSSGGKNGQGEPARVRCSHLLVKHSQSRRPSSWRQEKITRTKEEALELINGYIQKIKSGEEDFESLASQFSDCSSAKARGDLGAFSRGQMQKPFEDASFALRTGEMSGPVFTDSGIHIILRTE
GLS inh: qHTS for Inhibitors of Glutaminase (GLS) | actives 0.21% (n = 410,000) | Glutaminase kidney isoform, mitochondrial (Homo sapiens), O94925 | AID 624170, 2012 | GLS enzymatic activity, qHTS titration | Potency, µM (doses to about 45.5 µM), without a hit: top-dose activity change, negative = inhibition, actives largely listed as inhibitors; also: potency is read from the fitted curve at half-maximal effect; % is scaled to controls: 0 for no effect and ±100 for the full control effect
Target sequence (O94925 whole entry, looked up, canonical isoform): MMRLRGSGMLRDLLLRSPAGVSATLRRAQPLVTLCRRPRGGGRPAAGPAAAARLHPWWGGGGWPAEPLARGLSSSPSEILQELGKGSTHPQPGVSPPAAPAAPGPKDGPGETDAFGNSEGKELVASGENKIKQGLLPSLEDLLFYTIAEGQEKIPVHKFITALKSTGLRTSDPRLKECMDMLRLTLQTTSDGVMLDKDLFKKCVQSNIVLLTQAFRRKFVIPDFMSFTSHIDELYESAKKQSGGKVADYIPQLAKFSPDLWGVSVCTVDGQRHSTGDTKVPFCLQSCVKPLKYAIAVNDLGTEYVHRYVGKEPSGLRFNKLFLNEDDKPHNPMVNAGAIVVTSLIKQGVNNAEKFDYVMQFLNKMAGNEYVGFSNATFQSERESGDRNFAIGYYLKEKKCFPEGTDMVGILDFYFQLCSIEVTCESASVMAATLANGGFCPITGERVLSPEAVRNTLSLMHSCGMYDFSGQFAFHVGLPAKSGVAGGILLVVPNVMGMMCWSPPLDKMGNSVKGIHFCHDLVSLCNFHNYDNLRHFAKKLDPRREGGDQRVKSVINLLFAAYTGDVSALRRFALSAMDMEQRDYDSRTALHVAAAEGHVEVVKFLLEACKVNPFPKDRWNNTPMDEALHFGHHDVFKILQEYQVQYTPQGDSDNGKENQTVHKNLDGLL
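Read-out is an Amplex red fluorescence increase coupled through glutamate oxidase and HRP, measured before and after 30 min room-temperature incubation. hKGA is in 45 mM KH2PO4 (pH 8.2) with 0.02% Tween-20; glutamine added as 1mM solution.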
PGK inhibitor: qHTS Assay to Find Inhibitors of Phosphoglycerate Kinase | actives 0.043% (n = 380,000) | Potency, µM (highest dose often 57.5 µM), for inactives: at the highest dose activity change, negative = inhibition, actives largely listed as inhibitors | PGK/GAPDH coupled, Kinase-Glo luminescence, 60 min; also: potency is read from the fitted curve at half-maximal effect; % is scaled to controls: 0 for no effect and ±100 for the full control effect; nearly all actives have a fitted effect of over 60% in size
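Luminescent ATP detection (Kinase-Glo Plus) follows a 60-minute room-temperature incubation, with wells lacking PGK as controls. Buffer: 100 mM TEA (pH 7.6), 5 mM MgCl2, 0.01% Tween-20. Coupling enzyme GAPDH (100 nM final) supplies unstable 1,3-BPG in-well.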
USP1-UAF1 inh: Inhibitors of USP1/UAF1: Primary Screen; Ubiquitin carboxyl-terminal hydrolase 1 (Homo sapiens), O94782; recombinant USP1/UAF1, Ub-Rhodamine cleavage fluorescence; Potency, µM (top dose mostly 57.1 µM), inactives show at the highest dose activity change, negative = inhibition, most hits filed as inhibitors; AID 743255, 2014; actives 0.23% (n = 390,000); also: potency is read from the fitted curve at half-maximal effect; % is scaled to controls: 0 for no effect and ±100 for the full control effect; nearly all actives have a fitted effect of over 60% in size; inactives centre near -12
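USP1/UAF1 complex at 1 nM was preincubated with compound for 15 min at room temperature, then Ub-Rho substrate (150nM final) was added. Fluorescence (480/540 nm) was read kinetically, 6 reads every 60 seconds.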
PI4K2A block: qHTS for small molecular inhibitors of PI4K2A; purified PI4K2A, ADP-Glo luminescence, 1 h; hits give low values; activity change, negative = inhibition, % at 76.9 µM; actives 0.13% (n = 420,000); AID 1346378, 2018; in the data active = activity change below about -50%; inconclusive = mostly about -30% to -49%;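 also: -100% = wells without enzyme as full effect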
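PI4K2A activity was measured by ADP-Glo luminescence: enzyme (4 ug/mL stock) and phosphatidylinositol (1.2 mM stock) in Tris pH 7.5/MgCl2/EGTA/Triton X-100 buffer were reacted with ATP (300 microM stock) for one hour at ambient temperature.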
IDH1 R132H inh: qHTS for Inhibitors of mutant isocitrate dehydrogenase 1 (IDH1): qHTS; Potency, µM (doses to about 76.6 µM), inactives show top-dose activity change, negative = inhibition, hits mostly inhibitors; Isocitrate dehydrogenase [NADP] cytoplasmic (Homo sapiens), O75874; actives 0.093% (n = 390,000); IDH1-R132H enzyme, NADPH consumption, diaphorase/resazurin fluorescence; AID 602179, 2012; also: potency is read from the fitted curve at half-maximal effect; % is scaled to controls: 0 for no effect and ±100 for the full control effect; nearly all actives have a fitted effect of over 65% in size
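IDH1-R132H (0.5 ug/mL) preincubated 30 min with compound, then NADPH (0.016 mM) and alpha-KG (2 mM) added; 80 min at RT, pH 7.5. Remaining NADPH coupled via diaphorase/resazurin to fluorescence (540/590 nm); concentration-response curves normalized to no-enzyme control.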
rTrxR1 inhibitor: qHTS Assay for Inhibitors of Mammalian Selenoprotein Thioredoxin Reductase 1 (TrxR1): qHTS. recombinant rTrxR1, NADPH fluorescence consumption, selenite substrate. Potency, µM (titrated, usually from 114 µM), without a hit: at the highest dose activity change, negative = inhibition, hits mostly inhibitors. actives 1% (n = 390,000). AID 588453, 2011; also: potency is read from the fitted curve at half-maximal effect; % is scaled to controls: 0 for no effect and ±100 for the full control effect; nearly all actives have a fitted effect of over 65% in size
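Rat TrxR1 (90 nM in the dispensed reagent) was pre-reduced with 400 uM NADPH for 5 min at room temperature, then incubated with compound for 15 min. After 400 uM selenite was added, NADPH fluorescence (Ex 340/Em 450 nm) was followed for 8 min.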
HP1b binding inh: HTS for Inhibitors of HP1-beta Chromodomain Interactions with Methylated Histone Tails; Chromobox protein homolog 1 (Homo sapiens), P83916; AlphaScreen HP1-beta / biotin-H3K9me3 peptide binding; Potency, µM (highest dose often 114 µM), without a hit: at the highest dose activity change, negative = inhibition, actives largely listed as inhibitors; actives 0.56% (n = 390,000); AID 540317, 2011; also: potency is read from the fitted curve at half-maximal effect; nearly all actives have a fitted effect of over 70% in size; inactives centre near 23
Target sequence (P83916 whole entry, looked up): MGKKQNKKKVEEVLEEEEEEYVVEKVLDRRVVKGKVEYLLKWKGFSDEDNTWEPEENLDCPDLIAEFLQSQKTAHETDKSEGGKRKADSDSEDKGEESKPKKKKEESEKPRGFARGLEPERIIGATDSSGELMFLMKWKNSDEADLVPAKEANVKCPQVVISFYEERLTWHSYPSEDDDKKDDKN
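Compound inhibition of the preformed complex between 50 nM HP1-beta and 50 nM biotinylated H3K9me3 peptide was read by AlphaScreen. Buffer was PBS pH 7.4 with 0.01% Tween-20. Incubations ran 30 min at room temperature, with 10 ug/mL donor/acceptor beads.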
An asterisk follows results filed as active; i = inactive; u = inconclusive; x = no result given; [ ] = dose if it differs, or a comment. Unless noted, calls follow the shape of the dose curve; as a rule, active = well fitted curve in the direction sought with a large enough effect; inconclusive = small, poorly fitted or top-dose-only effect, or another doubt; inactive = no such curve, though single readings can be large; an effect the other way counts as inactive or inconclusive. An excerpt; rates above refer to the full screens.

SMILES	TrxR1 substrate	Pin1 inhibitor	GLS inh	PGK inhibitor	USP1-UAF1 inh	PI4K2A block	IDH1 R132H inh	rTrxR1 inhibitor	HP1b binding inh
CCN(CC(=O)Nc1ccc(NC(C)=O)cc1)C(=O)c1cccc(N2C(=O)c3ccccc3C2=O)c1	4%	-1%	-2%	-5%	-4%	-5	-21%	19%	26%
CCOC(=O)C1CCCCN1S(=O)(=O)c1csc(C(N)=O)c1 (configuration not stated)	-7%	-6%	-8%	7%	u	0	17%	6%	52%[activator]
O=C1NCCN(Cc2cccc(Oc3ccccc3)c2)C1CC(=O)N1CCCCO1 (configuration not stated)	1%	-2%	3%	-1%	3%	2	-6%	-2%	18%
CCNC(=S)N/N=C/c1ccc(OCc2ccc(C(=O)OC)cc2)cc1	7%	u	-1%	i	-12%	-4	8%	5%	30%
CCCCN(CC)CCCNC(=O)c1cc2cc3ccc(OC)cc3nc2o1	993%[activator]	1%	9%	-2%	-7%	-11	10%	u	11%
CCc1nn(CC(=O)NCc2ccco2)c(=O)c2cc3c(OC)cccc3n12	11%	8%	-8%	-3%	-14%	-6	26%	6%	7%
CCN1/C(=C/c2ccc3cc(C)ccc3[n+]2CC)Sc2ccc3sccc3c21	-3%	17%	23%	-5%	-15%	-6	6%	18%	u
CCOC(=O)c1csc(NC(=O)CSc2nnc(C3CC3)n2C)n1	0%	-9%	8%	3%	-3%	0	-2%	8%	-3%
COc1ccc2[nH]c3c(c2c1)CCN1C(=O)N([C@@H](C)C(=O)NCC2CCCO2)C(=O)[C@]31C (some centres not stated)	-7%	-1%	2%	-5%	-26%	3	0%	-10%	16%
NC(=O)C1CCN(C(=O)CCSc2ccccc2)CC1	7%	1%	5%	-1%	-7%	1	7%	15%	51%[activator]
Cc1cc(C)n2c3c(c(C#N)c2n1)CCCC3	10%	-17%	7%	-12%	-4%	-3	3%	-18%	78%[activator]
COc1ccc(C(=O)COC(=O)C(CCSC)NC(=O)COc2ccccc2)c(OC)c1 (configuration not stated)	-6%	0%	-1%	-2%	-11%	6	5%	16%	8%
O=C(/C=C/Nc1cccc([N+](=O)[O-])c1)c1ccco1	-9%	9%	9%	x	-19%	-1	6%	-13%	0%
CCN(CC)S(=O)(=O)c1ccc2c(c1)N(CC(=O)N1CCN(c3cc(Cl)ccc3C)CC1)C(=O)CO2	1%[57.1 µM]	-2%	0%	i	-26%	3	0%	30%[activator][57.1 µM]	20%
O=C(NC1CCCC1)c1cc(-c2ccccc2)on1	7%	-6%	-5%	-6%	-25%	4	14%	24%	35%
CCC(C)NC(=O)Cn1cnc2sc(C)c(S(=O)(=O)N3CCN(c4ncccn4)CC3)c2c1=O (configuration not stated)	3%	-8%	0%	7%	-20%	2	20%	10%	28%
COc1ccc(N(C(=O)c2cccnc2)S(=O)(=O)c2ccc3c(c2)n(C)c(=O)n3C)cc1	-5%[0.457 µM]	-8%	2%	2%	-3%	-4	-1%	-9%[57.1 µM]	45%
O=C(NC1CCCCC1)C(c1ccncc1)N(C(=O)c1csnn1)c1ccc(F)cc1 (configuration not stated)	3%[57.1 µM]	7%	1%	0%	2%	-3	0%	6%[57.1 µM]	104%[activator]
CSCCC(NC(N)=O)C(=O)Nc1cccc(C#N)c1 (configuration not stated)	0%[57.1 µM]	-3%	0%	4%	-22%	2	-7%	4%[57.1 µM]	17%
Cn1c(=O)cc(OCC(=O)N2CCCc3ccccc32)c2ccccc21	4%[57.1 µM]	-9%	-9%	6%	2%	1	0%	19%	19%
O=C(OCC(=O)c1ccc[nH]1)c1ccc(S(=O)(=O)C(F)F)cc1	x	x	-10%	-6%	-7%	6	-1%	x	x
O=C(CN1CCCc2ccccc21)NC(=O)NCc1ccco1	-6%	-7%	4%	-10%	-5%	0	18%	-7%	-20%
CC(OC(=O)CCc1cc(C(C)(C)C)c(O)c(C(C)(C)C)c1)C(=O)NC1CC1 (configuration not stated)	-2%[57.1 µM]	2%	-15%	-3%	-19%	27	-3%	3%[57.1 µM]	19%
COc1ccc([N+](=O)[O-])cc1NC(=O)Cc1ccccc1Cl	7%[57.1 µM]	-1%	8%	-4%	-17%	-2	6%	8%[57.1 µM]	8%
C=CCSc1nnc(CSc2nc3sc4c(c3c(=O)[nH]2)CCCC4)n1-c1ccccc1	26%	0%	-4%	-7%	-17%	-2	-3%	-5%	-2%
CCC(Sc1nnc(C)n2c1cc1sccc12)C(=O)Nc1ccccc1F (configuration not stated)	-8%	11%	0%	i	-6%	-10	-6%	-4%	42%[activator]
O=C(CSc1nncc2ccccc12)Nc1ccc(C(=O)O)cc1	-15%	-17%	1%	6%	-8%	-20	-3%	0%	39%[activator]
COc1ccccc1C(=O)NNC(=O)C(=O)NCc1ccccc1	14%[57.1 µM]	-6%	13%	-1%	-17%	-3	-4%	19%[57.1 µM]	23%
CC1CCN(c2ccc(S(=O)(=O)Nc3cc(C(=O)O)cc(C(=O)O)c3)cc2[N+](=O)[O-])CC1	3%	x	-23%	-2%	-26%	-6	4%	14%	-11%
CC(C)(C)c1nc2scc(-c3ccc(Br)cc3)c2c(=O)o1	6%[57.1 µM]	-7%	1%	-7%	-15%	11	6%	18%[57.1 µM]	38%[activator]
CC1Cc2ccccc2N1C(=S)NC(=O)c1cccc(Br)c1 (configuration not stated)	-6%	6%	1%	i	-22%	-3	2%	u	u
O=C(O)CC1=C(O)C(=O)N(c2ccccc2)C1c1ccc(Br)cc1 (configuration not stated)	1%	-1%	25%	0%	-2%	0	2%	u	30%
O=C(CC12CC3CC(CC(C3)C1)C2)NC(=S)NCc1ccccc1	6%	11%	-6%	-10%	-16%	2	0%	2%	62%[activator]
CCOc1ccccc1Oc1c(C)oc2cc(OC(=O)N3CCOCC3)ccc2c1=O	1%	-1%	-14%	i	-17%	3	-11%	13%	13%
COc1cc(OC)cc(C(=O)Nc2cccnc2)c1	1%[57.1 µM]	-1%	5%	-15%	-24%	2	1%	9%[57.1 µM]	5%
O=S(=O)(c1ccc(NC(=S)NC23CC4CC(CC(C4)C2)C3)cc1)N1CCCCC1	x	x	-8%	u	-21%	3	10%	x	x
CSCCC(NC(=O)COc1ccccc1)C(=O)N1CCN(c2ccccc2F)CC1 (configuration not stated)	-2%	0%	0%	-4%	-10%	6	6%	2%	23%
COc1ccccc1CNC(=O)c1cn(C)c2ccc(S(=O)(=O)N(C)C3CCCCC3)cc2c1=O	3%	-3%	-5%	i	u	-3	-5%	31%	12%
CCOc1ccc(S(=O)(=O)NCCC(=O)OCC(=O)N2CC(=O)Nc3ccccc32)cc1	7%[11.4 µM]	-5%	-9%	-9%	-21%	4	9%	17%[11.4 µM]	36%

Among those listed so far, these contain a thiophene ring, fused or not:
SMILES	TrxR1 substrate	Pin1 inhibitor	GLS inh	PGK inhibitor	USP1-UAF1 inh	PI4K2A block	IDH1 R132H inh	rTrxR1 inhibitor	HP1b binding inh
CCOC(=O)C1CCCCN1S(=O)(=O)c1csc(C(N)=O)c1 (configuration not stated)	-7%	-6%	-8%	7%	u	0	17%	6%	52%[activator]
CCN1/C(=C/c2ccc3cc(C)ccc3[n+]2CC)Sc2ccc3sccc3c21	-3%	17%	23%	-5%	-15%	-6	6%	18%	u
CCC(C)NC(=O)Cn1cnc2sc(C)c(S(=O)(=O)N3CCN(c4ncccn4)CC3)c2c1=O (configuration not stated)	3%	-8%	0%	7%	-20%	2	20%	10%	28%
C=CCSc1nnc(CSc2nc3sc4c(c3c(=O)[nH]2)CCCC4)n1-c1ccccc1	26%	0%	-4%	-7%	-17%	-2	-3%	-5%	-2%
CCC(Sc1nnc(C)n2c1cc1sccc12)C(=O)Nc1ccccc1F (configuration not stated)	-8%	11%	0%	i	-6%	-10	-6%	-4%	42%[activator]
CC(C)(C)c1nc2scc(-c3ccc(Br)cc3)c2c(=O)o1	6%[57.1 µM]	-7%	1%	-7%	-15%	11	6%	18%[57.1 µM]	38%[activator]
